Source: PubChem BioAssay (National Center for Advancing Translational Sciences (NCATS))
Mito fusion yeast – blocks mitochondrial division or promotes mitochondrial fusion; S. cerevisiae fusion-defective mutant growth rescue, CellTiterGlo 48 h; Potency, µM (series often up to 46.1 µM), for the others: at the top dose growth rescue (activation), hits mostly activators; actives 0.23% (n = 320,000);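 also: potency is read from the fitted curve at half-maximal effect; % of control where 0% means no effect; nearly all actives have a fitted effect of over 45% in size; temperature-sensitive fusion mutants such as fzo1-1 at 37 °C on non-fermentable ethanol glycerol medium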
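Read-out: ATP-based luminescence (CellTiterGlo, 10 min ambient) reporting growth of fusion-defective ts yeast after 48 hours at 37C on glycerol/ethanol YPEG medium in the presence of compound.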
Eya2 phos inh – blocks the phosphatase activity of human Eya2; recombinant Eya2, OMFP fluorescence dephosphorylation (OMFP is methylfluorescein phosphate); Potency, µM (titrated, usually from 76.9 µM), without a hit: at the top dose activity, negative = inhibition, usual class: inhibitors; actives 0.006% (n = 330,000); O00167; AID 488837; also: potency is read from the fitted curve at half-maximal effect; % is scaled to controls: 0 for no effect and ±100 for the full control effect
Target sequence (O00167 whole entry, looked up): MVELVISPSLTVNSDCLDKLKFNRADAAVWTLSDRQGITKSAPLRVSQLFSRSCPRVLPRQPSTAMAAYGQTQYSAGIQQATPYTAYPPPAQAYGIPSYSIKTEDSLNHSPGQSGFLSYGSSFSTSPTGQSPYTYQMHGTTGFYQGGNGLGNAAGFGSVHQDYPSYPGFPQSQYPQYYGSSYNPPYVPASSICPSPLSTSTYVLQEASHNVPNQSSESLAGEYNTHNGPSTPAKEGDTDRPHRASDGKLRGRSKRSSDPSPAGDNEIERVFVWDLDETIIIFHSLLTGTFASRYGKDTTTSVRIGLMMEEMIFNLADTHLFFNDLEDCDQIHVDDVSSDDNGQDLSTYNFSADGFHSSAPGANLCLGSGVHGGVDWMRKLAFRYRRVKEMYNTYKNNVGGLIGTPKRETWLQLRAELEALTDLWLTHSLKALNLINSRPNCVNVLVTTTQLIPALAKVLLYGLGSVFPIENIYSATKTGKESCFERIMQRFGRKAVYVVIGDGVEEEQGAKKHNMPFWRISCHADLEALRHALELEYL
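Eya2 protein (added as 0.2 uM solution) was preincubated with compound for 10 min at ambient temperature in 50 mM HEPES pH 7.5, 50 mM NaCl, 5 uM MgCl2, 0.05% BSA, 1 mM DTT. OMFP (added at 50 uM) then reacted 10 min; fluorescence read at 485/525 nm.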
hERG WT inh – KCNH2 (human, wildtype) channel inhibition. activity change, % at 1.84 µM. U2OS, BacMam KCNH2, thallium flux FluxOr; active compounds read low. actives 0.37% (n = 340,000);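 active = maximum activity change below -70%; inconclusive = maximum activity change between -70% and -50%; inactive = maximum activity change above -50%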; also: % is scaled to controls: 0 for no effect and ±100 for the full control effect
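U2OS cells transduced with wild-type KCNH2 virus are loaded with FluxOr dye for 45 min, and thallium flux is measured in kinetic reads before and after stimulation buffer. Rate constants are normalized to DMSO controls.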
TSHR antag – human thyrotropin receptor antagonism. P16473. TSHR-expressing cells, TSH-stimulated cAMP HTRF, 2 h; active compounds read low. activity change, negative = inhibition, % at 11.5 µM. actives 0.2% (n = 330,000). AID 504810;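 active = activity change below a set negative limit, meaning inhibition stronger than a set level, cut at about -70% in these data; inconclusive = activity change between two set negative limits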; also: % is scaled to controls: 0 for no effect and ±100 for the full control effect
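Read-out is FRET at 665 nm (cryptate excitation 337 nm) from a cryptate-tagged anti-cAMP antibody, competed by cell cAMP against cAMP-d2. Compounds are tested on freshly harvested TSHR cells challenged with 4nM TSH (EC80) for 2 hours at 37 deg C.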
ASM inhibitor – blocks human secretory acid sphingomyelinase; P17405; placental ASM, HMU-PC fluorogenic substrate, 60 min; Potency, µM (doses to about 57.5 µM), for inactives: top-dose activity change, negative = inhibition, actives largely listed as inhibitors; actives 0.006% (n = 340,000); also: potency is read from the fitted curve at half-maximal effect
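Steps: dispense placental human ASM, pin compound, wait 10 min at room temperature, add HMU-PC0 substrate at 9 uM final, incubate 60 min at 37 °C, add stop solution raising pH to 10, read fluorescence.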
PKM2 act – PKM2 (human) enzyme activation; P14618; purified PKM2, Kinase-Glo ATP luminescence, activation; response scale: 0% is enzyme alone, no compound; Potency, µM (highest dose often 57.5 µM), without a hit: at the highest dose activation, usual class: activators; actives 0.34% (n = 260,000); also: potency is read from the fitted curve at half-maximal effect; % is scaled to controls: 0 for no effect and ±100 for the full control effect; nearly all actives have a fitted effect of over 55% in size
Target sequence (P14618 whole entry, looked up): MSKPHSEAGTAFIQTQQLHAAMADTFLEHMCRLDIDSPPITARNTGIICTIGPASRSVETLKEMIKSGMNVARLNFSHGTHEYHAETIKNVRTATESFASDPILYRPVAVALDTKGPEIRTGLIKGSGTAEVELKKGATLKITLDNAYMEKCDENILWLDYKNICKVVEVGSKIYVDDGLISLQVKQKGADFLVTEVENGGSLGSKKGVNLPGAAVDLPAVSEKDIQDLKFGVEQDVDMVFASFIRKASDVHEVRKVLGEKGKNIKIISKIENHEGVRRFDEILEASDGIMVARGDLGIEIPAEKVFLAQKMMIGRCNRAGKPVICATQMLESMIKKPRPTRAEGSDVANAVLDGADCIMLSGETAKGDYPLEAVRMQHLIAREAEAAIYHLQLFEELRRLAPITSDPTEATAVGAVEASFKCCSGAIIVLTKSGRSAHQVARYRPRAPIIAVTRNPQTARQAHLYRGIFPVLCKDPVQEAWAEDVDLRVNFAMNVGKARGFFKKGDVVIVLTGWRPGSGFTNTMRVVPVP
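ATP formation by purified human PK-M2, quantified via coupled luciferase luminescence after 1 h at room temperature with 0.1 mM ADP and 0.5 mM PEP final.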
Menin-MLL TR inh – inhibitors of human menin-MLL interaction, mutant MLL peptide; Menin + Texas Red MLL mutant peptide, fluorescence polarization; O00255; Potency, µM (top dose mostly 61.6 µM), for the others: at the highest dose FP activity change, negative = inhibition, actives largely listed as inhibitors; AID 1768; actives 0.23% (n = 270,000); active = well fitted inhibition curve with a large enough effect in the polarisation, with a control signal flat, not every such curve was filed as active; inconclusive = small, poorly fitted or top-dose-only effect, or effect the other way, or a change in a side signal; inactive = no such curve, though single readings can be large or run the other way; the % refers to the polarisation; also: potency is read from the fitted curve at half-maximal effect; % of control where 0% means no effect; many of its hits are not listed in these tables
* hit, by the source's call; ? = inconclusive; . = not tested or not shown; & = joins results of further samples; [ ] = dose if it differs, or a comment. Unless noted, calls follow the shape of the dose curve; as a rule, active = well fitted curve in the direction sought with a large enough effect; inconclusive = small, poorly fitted or top-dose-only effect, or another doubt; inactive = no such curve, though single readings can be large; an effect the other way counts as inactive or inconclusive. Not all compounds are listed; the hit share may differ from the screen's.

1) COC(=O)C1=C(C(=O)OC)[C@@H]2Nc3ccccc3[C@@]23C[C@@H](C(=O)OC)N(C(=O)CC(C)C)C3=N1
2) C#CCCOC(=O)N1C2=NC(C(=O)OC)=C(C(=O)OC)[C@@H]3N(C)c4ccc(OC)cc4[C@]23C[C@H]1C(=O)OC
3) CNC(=O)[C@@H]1C[C@H]1[C@@H](NC(=O)CNC(=O)OCc1ccccc1)c1ccccc1
4) Nc1ncnc2c1nc(Sc1ccc(Cl)cc1)n2[C@H]1OC2COP(=O)(O)O[C@@H]2C1O (stereo not given in full)
5) CC[C@@H](CO)Nc1nc(NCc2ccccc2)c2ncn(C(C)C)c2n1
6) N#C/C(=C\c1ccc(-c2cc(Cl)ccc2Cl)o1)C(=O)Nc1cccc2ncccc12
compound no. | 1 | 2 | 3 | 4 | 5 | 6
Mito fusion yeast | . | . | . | 4% | -3% | -57%[inhibitor]
Eya2 phos inh | . | . | . | 5% | 3% | 5%
hERG WT inh | -14 | 18 | -3 | . | . | .
TSHR antag | . | . | . | -7 | 7 | -15
ASM inhibitor | -6% | 10% | 1% | . | . | .
PKM2 act | -3%[11.5 µM] | 1%[11.5 µM] | -13% | . | . | .
Menin-MLL TR inh | -27%[11.7 µM] | -16%[11.7 µM] | 2% | . | . | .

7) O=C(O)CC1CC(c2ccccc2)=NO1 (stereo not given)
8) C=CCc1cccc(C=NNC(=O)CN2CCN(Cc3ccccc3)CC2)c1O
9) Nc1nc2c(nc(Br)n2C2OC3COP(=O)(O)O[C@@H]3C2O)c(=O)[nH]1 (stereo not given in full)
10) C[C@H]1CC2C3CCC4=CC(=O)C=C[C@]4(C)[C@@]3(Cl)[C@@H](O)C[C@]2(C)[C@@]1(O)C(=O)CO (stereo not given in full)
11) CC(C)ON([C@@H](C(=O)NO)C(C)C)S(=O)(=O)c1ccc(-c2ccccc2)cc1
12) Cc1cccc(C)c1NC(=O)C(C)N (stereo not given)
compound no. | 7 | 8 | 9 | 10 | 11 | 12
Mito fusion yeast | 1% | 4% | 7% | -2% | ? | -8%
Eya2 phos inh | 9% | -6% | 2% | -2% | 0% | -2%
hERG WT inh | . | . | . | . | . | .
TSHR antag | 2 | -16 | -11 | -4 | -9 | -12
ASM inhibitor | . | . | . | . | . | .
PKM2 act | . | . | . | . | . | .
Menin-MLL TR inh | . | . | . | . | . | .

13) NC(=O)C1=CN(C2OC(COP(=O)(O)OP(=O)(O)OC[C@H]3O[C@@H](n4cnc5c(N)ncnc54)[C@H](OP(=O)(O)O)[C@@H]3O)C(O)C2O)C=CC1 (stereo not given in full)
14) O=c1[nH]c2cc(Cl)ccc2c(O)c1-c1ccc(Oc2ccccc2)cc1
15) c1ccc2c(c1)CC(N1CCN(c3cccc4c3OCCO4)CC1)C2
16) Cc1ccccc1CNc1ncnc2c1ncn2C1OC(CO)C(O)C1O (stereo not given)
17) OCC1O[C@H](O)C(Cl)C(O)C1O (stereo not given in full)
18) NNc1nncc2ccccc12
compound no. | 13 | 14 | 15 | 16 | 17 | 18
Mito fusion yeast | -1% | ? | ? | -1% | ? | 8%
Eya2 phos inh | -1% | 11% | 0% | 3% | -1% | -8%
hERG WT inh | . | . | . | . | . | .
TSHR antag | -14 | -20 | -9 | -15 | -2 | -9
ASM inhibitor | . | . | . | . | . | .
PKM2 act | . | . | . | . | . | .
Menin-MLL TR inh | . | -6% | 0%&-2% | 0% | -4% | 1%

19) CN1CCC2(CCN3CCc4c(oc5ccccc45)C3C2)N(C)C1=O (stereo not given)
20) CN(C)C(=O)/N=N/C(=O)N(C)C
21) Cc1ccc(C(=O)Nc2ccc(S(=O)(=O)O)c3cc(S(=O)(=O)O)cc(S(=O)(=O)O)c23)cc1NC(=O)c1cccc(NC(=O)Nc2cccc(C(=O)Nc3cc(C(=O)Nc4ccc(S(=O)(=O)O)c5cc(S(=O)(=O)O)cc(S(=O)(=O)O)c45)ccc3C)c2)c1
22) CCCC(=O)NCCc1c2n(c3ccc(OC)cc13)CCCc1ccccc1-2
23) COc1cc(SC)ccc1C(=O)N1CCC(Cc2ccccc2)CC1
24) c1ccc(C(NCc2cccnc2)(c2ccccc2)c2ccccc2)cc1
compound no. | 19 | 20 | 21 | 22 | 23 | 24
Mito fusion yeast | 5% | -43%[inhibitor] | 16µM* | 18µM* | 21µM* | -30%
Eya2 phos inh | -3% | -1% | 28% | -12% | -8% | 4%
hERG WT inh | . | . | . | . | . | .
TSHR antag | -16 | 12 | -16 | -22 | -10 | -8
ASM inhibitor | . | . | . | . | . | .
PKM2 act | . | . | . | . | . | .
Menin-MLL TR inh | 1% | -2% | 57%[activator] | -12% | -15% | -24%

Compounds shown so far that contain an aryl thioether with sulfur outside any ring:
4) Nc1ncnc2c1nc(Sc1ccc(Cl)cc1)n2[C@H]1OC2COP(=O)(O)O[C@@H]2C1O (stereo not given in full)
23) COc1cc(SC)ccc1C(=O)N1CCC(Cc2ccccc2)CC1
compound no. | 4 | 23
Mito fusion yeast | 4% | 21µM*
Eya2 phos inh | 5% | -8%
hERG WT inh | . | .
TSHR antag | -7 | -10
ASM inhibitor | . | .
PKM2 act | . | .
Menin-MLL TR inh | . | -15%

(list continues)
25) CN(C)CCCc1cc(C(=O)Nc2ccc(-c3ccncc3)cc2)ccc1O
26) CCCCCCCCCCCCCCCCCCNC(=O)OCC(COP(=O)([O-])OCC[n+]1ccsc1)OC (stereo not given)
27) CCN1C(=O)C=CC1=O
28) N[C@H](C(=O)O)[C@H]1C[C@@H]1C(=O)O
29) O=C(O)C1CCNCC1
30) O=C(O)/C(=C/c1c(C(=O)O)[nH]c2cc(Cl)cc(Cl)c12)c1ccccc1
compound no. | 25 | 26 | 27 | 28 | 29 | 30
Mito fusion yeast | ? | ? | 2% | 2% | 3% | ?
Eya2 phos inh | -5% | -4% | 5% | -7% | 2% | 18%
hERG WT inh | . | . | . | . | . | .
TSHR antag | -6 | -16 | 3 | -5 | -14 | -17
ASM inhibitor | . | . | . | . | . | .
PKM2 act | . | . | . | . | . | .
Menin-MLL TR inh | -19%[24.8 µM] | -13% | -3% | -4% | 0% | 31%[activator]

31) O=C(O)CC1CCCc2ccccc2C1O (stereo not given)
32) COCCOC(=O)C1=C(C)NC(C)=C(C(=O)OC/C=C/c2ccccc2)C1c1cccc([N+](=O)[O-])c1 (stereo not given)
33) CC(N)=NCCCC[C@@H](N)C(=O)O
34) CSc1ccccc1N1CCN(CCCCCC(=O)NC2CCCc3ccccc32)CC1 (stereo not given)
35) Cc1cc(N)c2ccccc2[n+]1CCCCCCCCCC[n+]1c(C)cc(N)c2ccccc21
36) C=CC(N)CCC(=O)O (stereo not given)
compound no. | 31 | 32 | 33 | 34 | 35 | 36
Mito fusion yeast | 3% | 5.8µM* | 2% | ? | 2.6µM* | -5%
Eya2 phos inh | 13% | -3% | 2% | -6% | 1% | 5%
hERG WT inh | . | . | . | . | . | .
TSHR antag | -15 | -13 | -18 | -13 | -4 | -13
ASM inhibitor | . | . | . | . | . | .
PKM2 act | . | . | . | . | . | .
Menin-MLL TR inh | 6% | ? | 8% | -13% | ? | -2%&-3%&-3%

37) O=c1ccn([C@@H]2O[C@H](COP(=O)(O)OP(=O)(O)O)[C@@H](O)[C@H]2O)c(=O)[nH]1
38) CC(C)(C)c1ccc(C(=O)CCCN2CCC(OC(c3ccccc3)c3ccccc3)CC2)cc1
39) CNC1(C)C2CCC(C2)C1(C)C (stereo not given)
40) O=S(=O)(c1cccc2c(I)cccc12)N1CCCNCC1
41) CCCn1c(=O)c2[nH]c(-c3ccc(OCC(=O)NCCN)cc3)nc2n(CCC)c1=O
42) CCCCCN(C)CCC(O)(P(=O)(O)O)P(=O)(O)O
compound no. | 37 | 38 | 39 | 40 | 41 | 42
Mito fusion yeast | -20% | -57%[inhibitor] | 15% | -59%[inhibitor] | -26% | 0%
Eya2 phos inh | 1% | -16% | -3% | 5% | 4% | 1%
hERG WT inh | . | . | . | . | . | .
TSHR antag | -15 | -10 | -13 | 6 | 26 | -7
ASM inhibitor | . | . | . | . | . | .
PKM2 act | . | . | . | . | . | .
Menin-MLL TR inh | 0% | -14% | -1%&-5% | -3%&-5% | -8% | 7%

Among those listed so far, these have an NH in an aromatic ring:
9) Nc1nc2c(nc(Br)n2C2OC3COP(=O)(O)O[C@@H]3C2O)c(=O)[nH]1 (stereo not given in full)
14) O=c1[nH]c2cc(Cl)ccc2c(O)c1-c1ccc(Oc2ccccc2)cc1
30) O=C(O)/C(=C/c1c(C(=O)O)[nH]c2cc(Cl)cc(Cl)c12)c1ccccc1
37) O=c1ccn([C@@H]2O[C@H](COP(=O)(O)OP(=O)(O)O)[C@@H](O)[C@H]2O)c(=O)[nH]1
41) CCCn1c(=O)c2[nH]c(-c3ccc(OCC(=O)NCCN)cc3)nc2n(CCC)c1=O
compound no. | 9 | 14 | 30 | 37 | 41
Mito fusion yeast | 7% | ? | ? | -20% | -26%
Eya2 phos inh | 2% | 11% | 18% | 1% | 4%
hERG WT inh | . | . | . | . | .
TSHR antag | -11 | -20 | -17 | -15 | 26
ASM inhibitor | . | . | . | . | .
PKM2 act | . | . | . | . | .
Menin-MLL TR inh | . | -6% | 31%[activator] | 0% | -8%

Other structures:
43) Nc1nc2[nH]c(=O)cnc2c(=O)[nH]1
44) CCCCCCCCCCCCCCCC(=O)NCC(COP(=O)([O-])OCC[N+](C)(C)C)OCC (stereo not given)
45) CCCCCCCCCC[Si](C)(C)CCC(=O)NC(Cc1ccc(C)cc1)c1ccccc1 (stereo not given)
46) O=C(O)CCC(=O)N1CCCC1C(=O)O (stereo not given)
47) C1CCc2nnnn2CC1
48) O=c1onc2cnc3ccccc3n12
compound no. | 43 | 44 | 45 | 46 | 47 | 48
Mito fusion yeast | -10% | -104%[inhibitor] | -5% | -4% | -8% | 9.2µM*
Eya2 phos inh | -5% | -3% | -9% | 3% | -4% | 3%
hERG WT inh | . | . | . | . | . | .
TSHR antag | -6 | 9 | -10 | -6 | -9 | -8
ASM inhibitor | . | . | . | . | . | .
PKM2 act | . | . | . | . | . | .
Menin-MLL TR inh | -5% | ? | 2% | 3% | ? | 3%
